Screening data deposited in PubChem BioAssay by several laboratories.
CAL PDZ FP-1: untagged CAL PDZ binding inhibitors, primary screen, biochemical, fluorescence polarization, HTS | purified CAL PDZ, TMR-peptide fluorescence polarization, 1 h | Golgi-associated PDZ and coiled-coil motif-containing protein (Homo sapiens), Q9HD26 | AID 602252, 2012 | hit rate 0.92% among 300,000 | inhibition, % at 24.9 µM;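 active = mean inhibition of at least 30% with at least half of replicates also reaching 30%; inconclusive = no clear call, values can overlap the other calls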;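 also: 0% = DMSO neutral control and 100% = excess unlabeled competitor peptide PRC23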
E coli growth: E. coli V3065 growth inhibition, primary screen, counter-screen for AddAB inhibitor project, absorbance, OD600; 18 h; inhibition, % at 11.9 µM; hit rate 0.27% among 330,000;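 active = inhibition above the campaign's mean inhibition across all tested compounds plus 3 SD, cut at about 9.9% in these data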;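 also: uninfected addAB+ strain grown without phage in ampicillin broth; 0% = DMSO wells and 100% = ciprofloxacin 0.95 µg/ml wells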
MITF TRPM1 HTS: activators of MITF-driven TRPM1 promoter reporter, primary screen, cell-based, SK-MEL-5, luciferase, single point; hit rate 0.75% among 300,000; SK-MEL-5 TRPM1-promoter luciferase, 24 h; % of positive control, neutral wells = 0; activation, % at 12.5 µM;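 active = mean activation of at least 80% with every replicate also reaching 80%; inconclusive = mean reaches 80% but some replicate falls short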;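 also: 0% = neutral control wells and 100% = parthenolide positive control wells; values of inactives mirror those of a sister screen read the other way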
Tat export inh: E. coli Tat export inhibitors, primary screen, MC4100, TorA-mCherry reporter, fluorescence, single point; hit rate 0.036% among 340,000; inhibition, % at 10 µM; AID 488895, 2010;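 active = mean replicate inhibition at least 50% and at least half of replicates individually reaching 50%; inconclusive = only one of the two criteria met; inactive = neither criterion met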;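 also: exported cargo escapes ClpAP degradation while cytoplasmic cargo is degraded and loses fluorescence; 0% = median of neutral control wells and 100% = median of NaSCN control wells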
AddAB inh: growth inhibition of E. coli expressing H. pylori AddAB, primary screen, AddAB inhibitor project, absorbance. inhibition, % at 11.9 µM. hit rate 0.29% among 330,000. AID 435030, 2010; in the data active = inhibition above about 12%;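 also: 0% = vehicle wells of infected cells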
phage Ecoli inh: growth loss of phage-infected E. coli, primary screen, RecBCD inhibitor project, absorbance, with phage, HTS; hit rate 0.26% among 360,000; inhibition, % at 11.9 µM; in the data active = inhibition above about 11%
Wnt bcat act: Wnt/beta-catenin pathway activators, primary screen, cell-based, plate reader, single point; Wnt/beta-catenin reporter cell assay, activator; activation, % at 9.35 µM; hit rate 1.2% among 300,000; AID 743398, 2014; in the data active = activation above about 30%, passing the limit was not always enough; inconclusive = no clear call, values can overlap the other calls;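 also: 0% = neutral control wells and 100% = positive control wells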
SR-BI uptake up: activators of SR-BI mediated DiI-HDL uptake, primary screen, ldlA[mSR-BI] CHO cells, DiI fluorescence. 3 h; 100 = double the neutral-control signal. hit rate 0.096% among 320,000. activation, % at 12.5 µM;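 active = mean replicate activation of at least 60% and every replicate at or above 60%; inconclusive = mean or all-replicate condition met, but not both; inactive = mean below 60% and not all replicates reaching 60%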;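 also: 0% = median plate neutral-control signal and 100% = twice that signal; values of inactives mirror those of a sister screen read the other way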
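material = CHO ldlA[mSR-BI] cells | medium = Ham's F12 with 0.5% BSA, HEPES 25 mM, pH 7.4 | reagent = fluorescent DiI-HDL, 10 µg/mL final | compound dosing = single-point compound dose | incubation = 3 h, 37 °C | measured by = bottom-read fluorescence, 550/595 nm | measure = HDL uptake via cellular fluorescence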
SR-BI DiI inh: inhibitors of SR-BI mediated HDL lipid uptake, primary screen, ldlA[mSR-BI] cells, fluorescence, single point; ldlA[mSR-BI] CHO cells, DiI-HDL uptake fluorescence, 3 h; inhibition, % at 12.5 µM; hit rate 0.96% among 320,000; AID 488896, 2010;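 active = mean replicate inhibition of at least 70% and a set share of replicates each scoring 70 or more; inconclusive = meets just one of the two criteria; inactive = fails both criteria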;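 also: 0% = median of neutral control wells and 100% = median of positive control wells; values of inactives mirror those of a sister screen read the other way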
Target sequence (Q61009 whole entry, looked up): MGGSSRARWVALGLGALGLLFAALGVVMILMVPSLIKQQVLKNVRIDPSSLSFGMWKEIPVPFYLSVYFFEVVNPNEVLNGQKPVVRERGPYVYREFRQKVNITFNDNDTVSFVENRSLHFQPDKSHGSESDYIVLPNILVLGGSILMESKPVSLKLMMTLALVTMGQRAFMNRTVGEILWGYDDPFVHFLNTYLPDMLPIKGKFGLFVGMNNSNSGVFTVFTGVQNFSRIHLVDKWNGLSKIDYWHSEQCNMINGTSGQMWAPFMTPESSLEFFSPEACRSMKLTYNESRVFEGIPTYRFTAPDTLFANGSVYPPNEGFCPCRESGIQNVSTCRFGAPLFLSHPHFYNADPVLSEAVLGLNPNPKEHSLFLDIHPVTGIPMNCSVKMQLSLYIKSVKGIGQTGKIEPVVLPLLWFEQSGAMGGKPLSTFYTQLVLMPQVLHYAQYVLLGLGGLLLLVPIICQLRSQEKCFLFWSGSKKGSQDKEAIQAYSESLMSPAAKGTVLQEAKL
CAL PDZ FP-2: CAL PDZ peptide-binding inhibitors, primary screen, biochemical, fluorescence polarization, Cer-tagged CAL PDZ, HTS; AID 504414, 2011; inhibition, % at 20 µM; Golgi-associated PDZ and coiled-coil motif-containing protein (Homo sapiens), Q9HD26; hit rate 0.02% among 330,000; purified CAL PDZ, TMR-peptide fluorescence polarization, 1 h;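 active = highest replicate inhibition of at least 40%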;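 also: plate controls were DMSO neutral control wells for no effect and unlabeled competitor peptide control wells for full effect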
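System: purified tagged CAL PDZ domain construct (CerCALP). Schedule: 1 h incubation at room temperature before polarization reading. Medium: 25 mM sodium phosphate pH 7.4, 150 mM NaCl, TCEP, IgG, Thesit. Read-out: percent inhibition from loss of millipolarization. Measured by: FP readout, S and P plane fluorescence. Probe or stimulus: fluorescent TMR peptide probe.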
* = called active by the depositor; ? = inconclusive; / = not tested or not shown.

SMILES | CAL PDZ FP-1 | E coli growth | MITF TRPM1 HTS | Tat export inh | AddAB inh | phage Ecoli inh | Wnt bcat act | SR-BI uptake up | SR-BI DiI inh | CAL PDZ FP-2
O=S(=O)(NCc1cn2ccccc2n1)c1cc(F)ccc1F | 1 | 1.4 | -4 | 28 | -0.3 | 0.4 | 2 | 9 | -9 | -0.5
CN(C)c1ccc(/C=C2/NC(=O)NC2=O)cc1 | -3 | 1.4 | 12 | -12 | 2.7 | 3.8 | 18 | 15 | -15 | -1.8
Cc1ccc(O)c(N/C=C/C(=O)c2ccc(F)cc2)c1 | / | -1.9 | 69 | 0 | 0.7 | 0.4 | -2 | -34 | 34 | 0.4
O=C(O[C@@H](C(=O)O)[C@@H](OC(=O)c1ccccc1)C(=O)O)c1ccccc1 | -5 | -0.2 | -6 | -15 | -1.5 | 1.5 | -2 | 11 | -11 | 0.4
C=CCN(CC=C)C(=S)NC(=O)/C=C/c1ccc(C)cc1 | 2 | -1.1 | -8 | -8 | 3.7 | 0.0 | / | -2 | 2 | -1.1
Cc1cccc(CC(=O)N2CCC(n3nccc3NC(=O)C3CC3)CC2)c1 | -2 | -0.3 | 1 | 14 | 4.3 | 1.5 | 3 | 16 | -16 | -0.8
COc1ccc(CCC(=O)Nc2cc([N+](=O)[O-])ccc2OC)cc1 | 1 | -0.4 | -6 | -5 | 3.8 | 1.2 | 2 | -74 | 74* | -0.6
O=C(Nc1c(C(=O)N2CCC(N3CCCCC3)CC2)oc2ccccc12)c1c(F)cccc1F | -1 | -0.5 | 13 | -1 | 1.9 | 2.2 | 2 | 33 | -33 | -2.8
O=[N+]([O-])c1ccc(O)c(/C=N/Nc2nc3ccccc3[nH]2)c1 | 1 | -3.3 | -34 | ? | 5.7 | 1.6 | 9 | -87 | 87* | 0.8
O=[N+]([O-])c1cc(C(F)(F)F)cc([N+](=O)[O-])c1NCCCN1CCOCC1 | -7 | 0.2 | -2 | -10 | 3.6 | 4.3 | -1 | -20 | 20 | -0.5
O=c1[nH]nc2n1CCCCC2 | 3 | 1.8 | 11 | -1 | 0.5 | 2.2 | / | 12 | -12 | -1.8
CCC(=O)Nc1ccc(S(=O)(=O)Nc2c(NC)c3ccccc3oc2=O)cc1 | -3 | -3.2 | -1 | -2 | 0.8 | 1.4 | -2 | 17 | -17 | -2.4
O=C(COc1ccccc1)Nc1nnc(S(=O)(=O)N2CCCCCC2)s1 | / | 0.5 | -10 | 13 | 0.8 | 2.7 | -1 | / | / | -1.3
COc1ccc(CCNC(=O)COC(=O)CCC(=O)c2ccc(F)cc2)cc1OC | 3 | -0.6 | 3 | 2 | 1.6 | 2.0 | -1 | 15 | -15 | -1.2
O=Cc1c(NCCc2ccc(F)cc2)c2ccccc2[nH]c1=O | -6 | -0.4 | 8 | -11 | 0.7 | 3.1 | 1 | -14 | 14 | -1.9
c1ccc(SCCN2CCc3ccccc3C2)cc1 | -1 | 0.8 | 53 | 8 | 1.1 | 6.2 | 9 | 0 | 0 | -1.8
Cc1cc2ncn(C3CC(=O)N(Cc4ccc(N5CCCC5=O)cc4)C3=O)c2cc1C (centres undefined) | / | 0.5 | -8 | -7 | 5.2 | 2.6 | -1 | 12 | -12 | -0.4
O=[N+]([O-])c1ccc2[nH]cc(S(=O)(=O)N3CCN(c4cccc(Cl)c4)CC3)c2c1 | 4 | -1.1 | 1 | 7 | 1.0 | -0.9 | -7 | -10 | 10 | -0.9
CCN(CC)c1nc2c(s1)C(=O)CC(C)(C)C2 | -3 | 0.7 | 20 | 0 | -1.1 | 2.9 | / | 9 | -9 | -1.0
CCOc1cccc2cc(C(=O)NCc3ccccc3Cl)c(=O)oc12 | -4 | 2.9 | 33 | 8 | 7.2 | 1.6 | 7 | -11 | 11 | /
CC(C)CC(NC(N)=O)C(=O)NCCc1ccc(Cl)cc1 (centres undefined) | -6 | 1.4 | 8 | 1 | -0.7 | 2.7 | -1 | -13 | 13 | -0.1
C=CCn1c(SCc2ccc(Cl)c(Cl)c2)nnc1C(CO)NC(=O)c1ccc(OC)cc1 (centres undefined) | -3 | -1.0 | -9 | -1 | 1.5 | 1.4 | -2 | 18 | -18 | -0.8
CCOC(=O)c1[nH]c(C)c(C(=O)Nc2ccc3c(c2)CCC3)c1C | 5 | 1.6 | 11 | -1 | 2.8 | 4.6 | / | -14 | 14 | 0.1
CCN(Cc1ccccc1)C(c1cc2cc(C)cc(C)c2[nH]c1=O)c1nnnn1CCOC (centres undefined) | 3 | 0.0 | -2 | 0 | 2.2 | 0.0 | -1 | / | / | -2.1
Cc1ccc(NC(=O)C2CCCN(S(=O)(=O)c3cnc[nH]3)C2)c(Br)c1 (centres undefined) | / | -0.9 | 9 | -8 | 5.0 | 1.7 | -7 | -16 | 16 | -0.5
Cc1ccc(SCCC(=O)N/N=C/c2ccncc2)cc1 | -6 | -1.2 | 15 | -3 | -2.3 | 3.7 | -1 | 21 | -21 | -0.3
COCCN(CC(=O)Nc1cccc(C)c1C)C(=O)c1cc2ccccc2cc1OC | / | 3.5 | 0 | -2 | 1.8 | 1.2 | 6 | -16 | 16 | -0.2
CN(C)c1nc(N(C)C)nc(N2CC(=O)N(c3ccccc3)C2=N)n1 | / | 2.3 | / | -2 | 0.3 | 4.7 | -1 | -33 | 33 | -0.4
C=C(C)COc1ccc(-c2ncncc2-c2ccccc2)c(O)c1 | -5 | -1.1 | -6 | -9 | -0.7 | 2.5 | 0 | -30 | 30 | 1.7
CCCCNC(=O)Nc1cc(C(=O)OC)ccc1Cl | 3 | -1.9 | -1 | -3 | -0.1 | 0.8 | 0 | -24 | 24 | -2.4
COC(=O)c1c(C)[nH]c(C(=O)OCc2csc(CC(=O)Nc3ccccc3C)n2)c1C | / | 0.6 | 8 | -1 | -0.4 | 1.5 | -6 | -64 | 64 | -0.8
Cc1ccc(C2OC3=C(C(=O)CC(C)(C)C3)C(N)=C2C#N)o1 (centres undefined) | -9 | -4.4 | -9 | -2 | 0.7 | -0.1 | -1 | 18 | -18 | -0.6
Cc1cc(NC(=O)COC(=O)CNC(=O)c2cccs2)c([N+](=O)[O-])cc1C | -5 | -1.1 | -5 | 0 | 2.6 | 3.4 | -4 | -4 | 4 | -2.8
CCC(C)c1ccccc1N=Cc1ccc2c(c1)OCO2 (centres undefined) | 6 | 0.1 | -10 | 2 | -0.3 | 0.0 | -3 | / | / | -2.4
O=C(OCC#CCSc1nnc(-c2ccccc2)o1)c1cc2ccccc2o1 | -2 | 1.3 | 16 | 5 | 1.4 | 3.5 | 8 | 0 | 0 | -3.5
COc1ccc(C)cc1S(=O)(=O)N1CCN(c2cccc(C(F)(F)F)c2)CC1 | / | 2.8 | / | 15 | 0.0 | -1.5 | / | -17 | 17 | 1.2
COc1ccc(-c2cc(C(=O)Nc3c(C)n(C)n(-c4ccccc4)c3=O)c3ccccc3n2)cc1 | -3 | -0.4 | 3 | -16 | 3.1 | 2.6 | 8 | / | / | -1.5
COc1cccc(CC(=O)OCC(=O)NCC(=O)Nc2cccc(C)c2C)c1 | 6 | -1.2 | -12 | -10 | 2.6 | 0.1 | 0 | 16 | -16 | -1.1
N#Cc1nc(-c2ccc(F)cc2)oc1N1CCCC1 | -2 | -3.4 | 22 | -8 | 2.4 | 0.5 | 2 | -14 | 14 | 0.0
CCOC(=O)C1=NN(c2ccccc2)C(c2ccccc2)CC1=O (centres undefined) | -2 | 0.0 | 6 | 4 | 1.9 | 3.5 | -1 | 0 | 0 | -0.3

Three entries drawn at random from those above, as already listed:
SMILES | CAL PDZ FP-1 | E coli growth | MITF TRPM1 HTS | Tat export inh | AddAB inh | phage Ecoli inh | Wnt bcat act | SR-BI uptake up | SR-BI DiI inh | CAL PDZ FP-2
Cc1cc(NC(=O)COC(=O)CNC(=O)c2cccs2)c([N+](=O)[O-])cc1C | -5 | -1.1 | -5 | 0 | 2.6 | 3.4 | -4 | -4 | 4 | -2.8
O=C(OCC#CCSc1nnc(-c2ccccc2)o1)c1cc2ccccc2o1 | -2 | 1.3 | 16 | 5 | 1.4 | 3.5 | 8 | 0 | 0 | -3.5
CC(C)CC(NC(N)=O)C(=O)NCCc1ccc(Cl)cc1 (centres undefined) | -6 | 1.4 | 8 | 1 | -0.7 | 2.7 | -1 | -13 | 13 | -0.1

Other structures follow:
SMILES | CAL PDZ FP-1 | E coli growth | MITF TRPM1 HTS | Tat export inh | AddAB inh | phage Ecoli inh | Wnt bcat act | SR-BI uptake up | SR-BI DiI inh | CAL PDZ FP-2
CCOc1ccc(N(C(C)=O)C2C=CS(=O)(=O)C2)cc1 (centres undefined) | -2 | 1.5 | 4 | -1 | 2.6 | 2.6 | -5 | 4 | -4 | 0.5
O=C(NC1=NCCS1)c1ccccc1OCc1ccc(F)cc1 | -1 | 0.0 | 12 | -4 | -0.4 | 1.4 | -1 | -43 | 43 | -1.7
CCOc1ccc(NS(=O)(=O)c2ccc(OCC(=O)N3CCCC3)cc2)cc1 | -1 | 0.6 | 20 | -8 | 2.3 | -0.7 | / | 5 | -5 | -2.4
Cn1c(=O)c(=O)n(C)c2cc([N+](=O)[O-])c([N+](=O)[O-])cc21 | -5 | 1.7 | -1 | -10 | 0.5 | -0.2 | 2 | -1 | 1 | -0.4
COc1ccc(C2=NOC3(CC(=O)N(c4ccc(C)cc4)C3=O)C2)c(OC)c1 (centres undefined) | 4 | -1.5 | 5 | -3 | 0.2 | 0.6 | -7 | -7 | 7 | -0.2
S=c1[nH]nc(C2CCCCC2)n1/N=C/c1cccs1 | 0 | 1.6 | -4 | -3 | 1.5 | 3.4 | 0 | 35 | -35 | -2.7
Cc1[nH]n(-c2ccccc2)c(=O)c1/C=N/NC(=O)c1cccc([N+](=O)[O-])c1 | -4 | 0.2 | -28 | -13 | 3.5 | 3.0 | / | -112 | 112* | -0.1
COc1ccc(OC)c(C(C(=O)NC2CCCCC2)N(Cc2ccco2)C(=O)c2ccccn2)c1 (centres undefined) | -1 | 0.4 | -4 | 0 | 3.2 | -2.3 | -1 | -7 | 7 | 0.1
COc1cc(/C=N/NC(=O)CNc2n[nH]c(=O)[nH]c2=O)ccc1OCc1ccccc1 | / | 1.8 | 40 | -1 | 0.1 | 0.1 | -1 | / | / | -2.0
N=c1oc2ccccc2cc1C(=O)Nc1ccc(F)cc1 | -6 | / | -12 | -2 | / | 4.1 | 38* | -20 | 20 | /
